Source: PubChem BioAssay (National Center for Advancing Translational Sciences (NCATS))
Tau fibril ThT: inhibitors of human tau fibril formation, thioflavin T binding | P10636 | recombinant tau K18 P301L, heparin-induced fibrillization, ThT fluorescence | Potency, µM (top dose mostly 57.4 µM), for the others: at the top dose activity, negative = inhibition, actives largely listed as inhibitors | 270,000 compounds, 2.1% hits | AID 1460; also: % is scaled to controls: 0 for no effect and ±100 for the full control effect; nearly all actives have a fitted effect of over 55% in size
Target sequence (P10636 561-689 P618L limits assumed): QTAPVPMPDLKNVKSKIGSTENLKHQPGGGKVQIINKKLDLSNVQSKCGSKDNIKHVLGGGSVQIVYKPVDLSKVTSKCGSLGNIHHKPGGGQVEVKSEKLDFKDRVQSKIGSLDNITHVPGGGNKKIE
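In this qHTS, human K18 P301L tau is incubated with compound and heparin for 6 hr at 37 C, and Thioflavin T fluorescence then reports fibril load.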
GAA glycogen: GAA glycogen-cleavage inhibition or activation; P10253; recombinant GAA, glycogen substrate, Amplex Red glucose oxidase fluorescence; Potency, µM (doses to about 76.4 µM), inactives show top-dose activity change, negative = inhibition, hits mostly inhibitors; 300,000 compounds, 0.38% hits;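 also: 0% = full enzyme reaction and -100% = no-enzyme basal signal; the screen sought inhibitors and activators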
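Natural-substrate format: glycogen cleavage by 4 nM human enzyme, glucose read by Amplex Red coupling (Ex 573, Em 610 nm). Normalized to enzyme and no-enzyme controls.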
Tau fluor counter: counter-screen for tau fibril formation inhibitors. 280,000 compounds, 0.93% hits. Potency, µM (titrated, usually from 57.7 µM), for the others: top-dose activity change, negative = decrease. tau K18 P301L (four-repeat tau fragment) Alexa594 fluorescence, heparin fibrillization. AID 1463; also: % is scaled to controls: 0 for no effect and ±100 for the full control effect; nearly all actives have a fitted effect of over 55% in size
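Human K18 P301L tau (15 uM unlabeled plus 0.24 uM Alexa 594-labeled, final) in 100 mM sodium acetate pH 7 was mixed with compound and 20 uM heparin and incubated 6 hr at 37 C.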
GAA spleen mod: inhibits or activates alpha-glucosidase in human spleen homogenate; human spleen homogenate, 4-MU-alpha-glucoside fluorescence; Potency, µM (series often up to 79.9 µM), for inactives: at the top dose activity change, negative = inhibition, actives largely listed as inhibitors; 240,000 compounds, 0.006% hits; AID 2112;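 also: 0% = enzyme with vehicle and -100% = no enzyme basal signal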
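Enzyme source: human spleen homogenate, 1 ug/well. Buffer 50 mM citric acid/K phosphate pH 5.0, 0.01% Tween-20. 4-MU-alpha-glucoside 1 mM; 37 C x 40 min; NaOH/glycine stop; fluorescence.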
aGal spleen mod: inhibits or activates alpha-galactosidase in human spleen homogenate | P06280 | AID 2107 | human spleen homogenate, 4MU-alpha-Gal fluorescence, 40 min | Potency, µM (series often up to 80 µM), without a hit: at the top dose activity change, negative = inhibition, most hits filed as inhibitors | 240,000 compounds, 0.008% hits;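 also: 0% = enzyme with vehicle and -100% = no enzyme basal signal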
Target sequence (P06280 32-429 limits assumed): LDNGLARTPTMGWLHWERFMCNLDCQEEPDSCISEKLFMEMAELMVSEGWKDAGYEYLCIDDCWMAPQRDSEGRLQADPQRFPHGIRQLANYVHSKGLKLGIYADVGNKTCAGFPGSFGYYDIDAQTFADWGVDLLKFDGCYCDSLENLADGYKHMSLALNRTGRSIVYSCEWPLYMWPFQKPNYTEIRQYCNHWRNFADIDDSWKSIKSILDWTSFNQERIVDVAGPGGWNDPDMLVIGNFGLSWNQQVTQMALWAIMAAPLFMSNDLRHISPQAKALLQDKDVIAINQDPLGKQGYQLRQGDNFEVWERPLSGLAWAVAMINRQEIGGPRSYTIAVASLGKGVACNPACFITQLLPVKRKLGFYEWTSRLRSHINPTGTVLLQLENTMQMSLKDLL
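Inhibition or activation of alpha-galactosidase in human spleen homogenate is scored by 4-MU fluorescence after 40 min at 37C, pH 5.0, with 1 mM substrate. AC50s come from concentration-response fitted to the Hill equation.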
Tau FP inhib: tau fibrillization inhibition (FP). Potency, µM (series often up to 57.7 µM), inactives show at the highest dose activity, negative = inhibition, most hits filed as inhibitors. P10636. K18 P301L tau heparin fibrillization, Alexa594 FP, 6 h. 280,000 compounds, 0.39% hits; also: % is scaled to controls: 0 for no effect and ±100 for the full control effect; nearly all actives have a fitted effect of over 55% in size
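K18 P301L tau (15 uM unlabeled/0.24 uM Alexa 594-labeled, final) + compound + heparin 20 uM final; 100 mM NaOAc pH 7; 6 hr 37 C; ThT 30 uM final added, 1 hr RT; FP ex 555/em 632 nm.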
GAA inh: blocks human lysosomal alpha-glucosidase; P10253; purified human GAA, 4-MU-alpha-glucoside fluorescence; Potency, µM (titrated, usually from 76.9 µM), without a hit: at the top dose activity change, negative = inhibition, hits mostly inhibitors; 200,000 compounds, 0.005% hits;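 also: plate controls were uninhibited enzyme wells for no effect and no-enzyme background for full effect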
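qHTS format, compound range up to 77 uM. Human lysosomal enzyme at 4 nM, 400 uM 4-MU glucoside substrate, pH 5.0, 20 min room temperature; fluorescence after alkaline stop gives activity normalized to controls.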
HTT ATP protect: cytoprotection in Huntington HTT-Q103 PC12 cell model; PC12 HTT-Q103 induced, cytoprotection, ATP luminescence, 40 h; Potency, µM (top dose mostly 56.4 µM), without a hit: cytoprotection (ATP increase), most hits filed as activators; 230,000 compounds, 0.14% hits; AID 1471;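 also: % of control where 0% means no effect; nearly all actives have a fitted effect of over 45% in size; toxic huntingtin expression switched on by the ecdysone agonist tebufenozide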
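Stable PC12 Q103-GFP cells in serum-supplemented, phenol red-free DMEM; induction by tebufenozide at 100 nM final; compound dose series; cell viability quantified luminescently from ATP.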
* hit, by the source's call; u = inconclusive; x = no result given; & = joins results of further samples; [ ] = dose if it differs, or a comment. Calls follow the shape of the dose curve; as a rule, active = well fitted curve in the direction sought with a large enough effect; inconclusive = small, poorly fitted or top-dose-only effect, or another doubt; inactive = no such curve, though single readings can be large; an effect the other way counts as inactive or inconclusive. Potency is read from the fitted curve at half-maximal effect.

no.	Structure	Tau fluor counter	GAA inh	GAA spleen mod	Tau fibril ThT	HTT ATP protect	aGal spleen mod	GAA glycogen	Tau FP inhib
1	COc1ccc(C2CC3(CC(C)(C)NC(=S)N3)Oc3cc(O)cc(C)c32)cc1 (stereo unspecified)	-28%	0%	1%	u	15%[10 µM]	10%	4%	11%
2	Cc1ccc(N(C(=O)CCC(=O)Nc2cc(C)on2)C(C(=O)NC2CCCC2)c2ccncc2)cc1 (stereo unspecified)	0%	0%	1%	-4%	-16%	2%	-12%	0%
3	c1ccc2c(c1)CCCN2Cc1nnnn1CC1CCCO1 (stereo unspecified)	-6%	-4%	-8%	-3%	12%	-6%	-1%	-1%
4	O=c1c2c3c(sc2nc(NCCO)n1Cc1ccco1)CCCCC3	u	-3%	0%	u	5%[10 µM]	-1%	-12%	16%
5	Cc1cc2c(ccc3[nH]onc32)n1	-5%	-12%	-15%	-6%	0%	-4%	12%	-5%
6	CCCn1c(SCC(=O)NCc2ccc(OC)cc2)n[nH]c1=O	6%	-4%	5%	7%	x	-3%	3%	-1%
7	COCCn1c(NCc2ccco2)nc2c1c(=O)[nH]c(=O)n2C	0%	3%	-1%	0%	-15%[10 µM]	3%	-4%	4%
8	COC(=O)CSc1nc(NC(C)C)nc(N(C)C)n1	-7%	-9%	-1%	-8%	-18%	2%	-2%	-2%
9	CCC(C)n1c(=S)[nH]c2c(sc3ccc([N+](=O)[O-])cc32)c1=O (stereo unspecified)	-11%	-8%	-5%	u	18%[10 µM]	-8%	2%	u
10	CCn1c(SCC(=O)c2ccc(OC)cc2)nnc1C1CC1	0%	-7%	-5%	-4%	18%	-7%	0%	-6%
11	CCOC(=O)C1CCN(C(=O)Cn2cc(C#N)c3ccccc32)CC1	-1%	-10%	3%	-4%	-5%[0.074 µM]	10%	-1%	-3%
12	CN=C1S/C(=C\c2ccc(N3CCOCC3)cc2C)C(=O)N1C	-16%	4%	-4%	-17%	-25%[10 µM]	-15%	2%	10%
13	Cc1ccc(C(CCNC(C)c2cccs2)c2ccco2)cc1 (stereo unspecified)	-24%	x	-14%	-16%	5%[10 µM]	3%	0%	-8%
14	Cc1cccc(Nc2c([N+](=O)[O-])cc(C(=O)N3CC(=O)Nc4ccccc43)cc2[N+](=O)[O-])c1	u	0%	-5%	u	31%[10 µM]	-10%	4%	12%
15	CNC(=O)COc1ccc(Nc2nnc(C)c3ccccc23)cc1	1%	x	-5%	-1%	-13%[10 µM]	6%	-1%	-3%
16	CCOC(=O)/C=c1\s/c(=C\c2c(OC)ccc3ccccc23)c(=O)n1CC(=O)NCC1CCCO1 (stereo unspecified)	u	u	-1%	u	-86%[inhibitor]	5%	-5%	u
17	Cc1cccc(N2CCN(c3nc4ccc(C)cc4n4cnnc34)CC2C)c1 (stereo unspecified)	u	x	x	u	x	x	0%[76.3 µM]	-3%
18	O=C(NCc1ccccc1Cl)C1CCN(S(=O)(=O)Cc2ccccc2)CC1	-11%	x	x	3%	x	x	5%[76.3 µM]	-9%
19	Clc1ccc(-c2noc(CCCOc3ccccc3)n2)cc1	-13%	2%	-10%	-14%	10%	0%	-5%	-2%
20	O=C(Nn1cc(C(=O)N2CCN(c3ccccc3F)CC2)c2ccccc2c1=O)c1cnccn1	-2%	3%	-4%	-11%	-19%	-12%	-3%	8%
21	COC(=O)c1sc(-c2ccc(C(C)(C)C)cc2)cc1NC(=O)/C=C/C(=O)O	8%[0.0958 µM]	x	-12%	x	-10%[10 µM]	-15%	5%	4%[0.0958 µM]
22	COc1ccc(OCC(O)CNC(=O)/C=C/c2cccc([N+](=O)[O-])c2)cc1 (stereo unspecified)	-22%	-2%	0%	u	x	-6%	10%	-3%
23	Cc1ccc(-n2c(=O)c3sccc3n(CC(=O)NCc3ccco3)c2=O)cc1	2%	-1%	4%	-9%	-4%[10 µM]	3%	6%	12%
24	COc1cccc2cc(S(=O)(=O)c3ccccc3)c(=Nc3ccc4c(c3)OCCO4)oc12	u	-4%	0%	u	x	0%	9%	u
25	CC1(C)CC(=O)c2cc(O)ccc2O1	-12%	-10%	3%	-11%	x	-15%	14%	u
26	CCCOC1(C(F)(F)F)NC(=O)N(c2ccc(Cl)cc2)C1=O (stereo unspecified)	-28%	x	x	-14%	x	x	13%[76.3 µM]	-1%
27	Nc1nonc1-c1nc2ccccc2n1CC(=O)Nc1ccccc1C(=O)O	-7%	x	x	-3%	x	x	-14%[76.3 µM]	-7%
28	Cn1c(=O)c2c(nc(N3CCN(c4ccccn4)CC3)n2Cc2ccc(Cl)cc2Cl)n(C)c1=O	-3%	6%	3%	-2%	-7%	12%	-1%	3%
29	CC(C)(C)NC(=O)c1cc(NC(=O)c2ccco2)cc(NC(=O)c2ccco2)c1	-5%	-4%	-5%	-3%	3%	1%	-1%	-6%
30	O=C(CCCSc1nc2ccccc2[nH]1)NC(c1ccccc1)c1ccccc1	u	-5%	3%	-1%	4%[1.9 µM]	4%	11%	u
31	CC(=O)Nc1cc(C(=O)N2CCN(C)CC2)ccc1Sc1ccc(C)cc1	-9%	0%	-13%	-4%	10%[10 µM]	7%	-10%	u
32	Cc1cc(C)c2cc(C(c3nnnn3C3CCCC3)N3CCOCC3)c(=O)[nH]c2c1 (stereo unspecified)	-7%	3%	-9%	u	2%	15%	21%	u
33	COc1ccc(-c2nnc(SCC(=O)Oc3cc(C)ccc3C)o2)cc1	2%	x	x	1%	x	x	13%[76.3 µM]	-4%
34	Cc1nn(-c2ccccc2)c2sc(C(=O)OCc3nnc(-c4ccccc4)o3)cc12	-20%	u	-4%	u	-5%[10 µM]	-2%	-1%	-1%
35	Cc1cc(NC(=O)c2ccccc2F)n(C(C)(C)C)n1	-10%	1%	6%	-6%	3%[10 µM]	4%	1%	2%
36	CCn1nc(C)c(CN2CCCC(CO)(Cc3ccccc3)C2)c1C (stereo unspecified)	1%	7%	2%	-2%	-16%	7%	1%	5%
37	Cc1ccc(NC(=O)c2cc(-c3ccccc3)nn2-c2ccccc2)c(Br)c1	-10%	1%	3%	-12%	x	1%	0%	-14%
38	CCCN(CCC)CCNC(=O)c1cc2c(=O)oc3ccc(C)cc3c2s1	-11%	x	x	-2%	x	x	16%[76.3 µM]	-5%
39	CCOC(=O)c1cn[nH]c1C(F)(F)F	-7%	x	-3%	-1%	4%[10 µM]	-4%	7%	3%
40	CCOC(=O)Cc1csc(NC(=O)CSc2nc(N)c3c(C)c(C)sc3n2)n1	-23%	5%	-3%	-11%	-2%	-14%	6%	u
41	Cn1c(=O)c2c(O)cc(=O)n(-c3ccccc3)c2n(C)c1=O	-4%	7%	-5%	-4%	-2%	-6%	-9%	2%
42	Cc1ccccc1NC(=O)c1ccccc1NS(=O)(=O)c1cccc2cccnc12	-4%	-13%	3%	-4%	-3%	-5%	0%	-1%
43	Cc1ccc(-c2cc(C(=O)Nc3cc(C)on3)c3ccccc3n2)cc1	8%	-1%	-2%	10%	11%[0.074 µM]	7%	-3%	4%
44	CCOc1ccc(NC(=O)CCC(=O)N2CC(C)Oc3ccc(C)cc32)cc1 (stereo unspecified)	-3%	x	x	-1%	x	x	-9%[76.3 µM]	-8%
45	Cc1oc(-c2ccc(Cl)cc2)nc1CN1CCCC(C(=O)NCc2ccccc2)C1 (stereo unspecified)	-7%	x	x	-16%	x	x	-7%[76.3 µM]	1%
46	CC(=O)Nc1ccc(S(=O)(=O)N(Cc2ccccc2)Cc2ccccc2)cc1	u	x	x	0%	x	x	3%[76.3 µM]	u
47	Cc1ccc(C)c(S(=O)(=O)N2CCN(CC(=O)Nc3cc(C)on3)CC2)c1	-16%	-9%	-8%	-8%	2%[10 µM]	0%	-7%	-1%
48	C=CCNC(=O)c1c2c(nc3ccccc13)-c1ccccc1CC2	-2%	-5%	6%	-1%	-21%	2%	4%	-4%
49	COCCN1C=C2C(=O)C(C)(OC(=O)CCC(=O)OC)C(=O)C=C2C=C1C1CC1 (stereo unspecified)	-13%[11.6 µM]	x	4%[17.4 µM]	-16%[11.5 µM]	-28%&2%[10 µM]	2%[17.5 µM]	7%	-8%[11.6 µM]
50	Cc1c(/C=N/O)sc2ccccc12	-19%	x	10%	x	-4%[10 µM]	3%	7%	5%
51	COc1ccc(NC(=S)N(CCc2c(C)[nH]c3ccccc23)Cc2cccnc2)cc1	u	-11%	6%	u	x	3%	-13%	8%
52	CC(=O)Nc1ccc(NS(=O)(=O)c2ccc(Cl)s2)cc1	-9%&16%	7%	-5%	u	5%[10 µM]	-8%	-1%	0%&10%

Reformatted with one line to a screen: part of the list above
[41] Cn1c(=O)c2c(O)cc(=O)n(-c3ccccc3)c2n(C)c1=O
[42] Cc1ccccc1NC(=O)c1ccccc1NS(=O)(=O)c1cccc2cccnc12
[43] Cc1ccc(-c2cc(C(=O)Nc3cc(C)on3)c3ccccc3n2)cc1
[44] CCOc1ccc(NC(=O)CCC(=O)N2CC(C)Oc3ccc(C)cc32)cc1 (stereo unspecified)
[45] Cc1oc(-c2ccc(Cl)cc2)nc1CN1CCCC(C(=O)NCc2ccccc2)C1 (stereo unspecified)
[46] CC(=O)Nc1ccc(S(=O)(=O)N(Cc2ccccc2)Cc2ccccc2)cc1

screen / no.	41	42	43	44	45	46
Tau fluor counter	-4%	-4%	8%	-3%	-7%	u
GAA inh	7%	-13%	-1%	x	x	x
GAA spleen mod	-5%	3%	-2%	x	x	x
Tau fibril ThT	-4%	-4%	10%	-1%	-16%	0%
HTT ATP protect	-2%	-3%	11%[0.074 µM]	x	x	x
aGal spleen mod	-6%	-5%	7%	x	x	x
GAA glycogen	-9%	0%	-3%	-9%[76.3 µM]	-7%[76.3 µM]	3%[76.3 µM]
Tau FP inhib	2%	-1%	4%	-8%	1%	u
